DAGLB inh: diacylglycerol lipase beta (human) inhibition | Q8NCG7 | HEK293T DAGLB membrane lysate, EnzChek fluorogenic substrate | inhibition, % at 5.17 µM | 340,000 compounds, 0.059% hits; in the data active = inhibition above about 34%;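 note: 0% = enzyme with vehicle and 100% = wells lacking enzyme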
PKA-R2B act: PKA-R2B complex activation; P22694+P31323; PKA-R2B holoenzyme dissociation, Cy5-IP20 fluorescence polarization; R2B truncated from residue 108, S112A mutant; 0% DMSO only, 100% 113 µM cGMP; activation, % at 11.4 µM; 340,000 compounds, 0.079% hits; AID 504700;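 active = activation above a cutoff set at the mean over all compounds plus 3 SD, cut at about 18% in these data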;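 note: higher means more holoenzyme dissociation and a rise in polarization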
Target sequence (P31323 whole entry, looked up, other chains not shown, the tested form may be a part): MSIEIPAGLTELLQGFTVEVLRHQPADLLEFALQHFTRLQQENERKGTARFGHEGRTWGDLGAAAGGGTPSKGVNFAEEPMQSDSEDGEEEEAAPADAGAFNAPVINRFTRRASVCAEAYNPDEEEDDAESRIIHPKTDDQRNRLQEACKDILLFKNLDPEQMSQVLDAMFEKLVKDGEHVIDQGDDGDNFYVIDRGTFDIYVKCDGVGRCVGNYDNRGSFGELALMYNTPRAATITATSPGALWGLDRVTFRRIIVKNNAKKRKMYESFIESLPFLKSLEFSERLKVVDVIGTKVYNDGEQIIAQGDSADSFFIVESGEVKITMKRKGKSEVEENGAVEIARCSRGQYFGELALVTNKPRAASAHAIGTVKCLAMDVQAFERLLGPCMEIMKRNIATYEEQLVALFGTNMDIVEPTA
CAL PDZ FP-1: blocks peptide binding to human CAL PDZ domain | purified CAL PDZ, TMR-peptide fluorescence polarization, 1 h | AID 504414 | inhibition, % at 20 µM | Q9HD26 | 330,000 compounds, 0.02% hits;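 active = highest replicate inhibition of at least 40%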;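 note: plate controls were DMSO neutral control wells for no effect and unlabeled competitor peptide control wells for full effect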
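System: purified tagged CAL PDZ domain construct (CerCALP). Schedule: 1 h incubation at room temperature before polarization reading. Medium: 25 mM sodium phosphate pH 7.4, 150 mM NaCl, TCEP, IgG, Thesit. Read-out: percent inhibition from loss of millipolarization. Measured by: FP readout, S and P plane fluorescence. Probe or stimulus: fluorescent TMR peptide probe.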
Keap1-Nrf2 PPI: Keap1-Nrf2 (human) interaction inhibition. Keap1 Kelch-Nrf2 peptide fluorescence polarization, 1536-well. inhibition, % at 9.4 µM. 340,000 compounds, 0.15% hits; in the data active = inhibition above about 12%; inconclusive = no clear call, values can overlap the other calls; inactive = below about 7.3%;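 note: human Keap1 Kelch domain with fluorescein labeled Nrf2 9mer peptide probe; 0% = neutral control wells and 100% = peptide positive control; higher means more block of Keap1 binding to Nrf2 peptide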
RTF Ca sens act: increases calcium sensitivity of human cardiac regulated thin filaments | activation, % at 7.2 µM | P19429+P45379 | IANBD-labeled TnC RTF fluorescence at EC20 calcium; 0% EC20 calcium, 100% full calcium | 340,000 compounds, 0.24% hits;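 active = activation above the mean over all tested compounds plus 3 SD, cut at about 30% in these data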;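 note: rise in fluorescence read as greater calcium sensitivity of cardiac thin filaments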
LANA DNA inh: inhibitors of KSHV LANA C-terminal domain DNA binding. MBP-C-LANA/FAM-LBS DNA binding, fluorescence polarization. inhibition, % at 9 µM. 340,000 compounds, 0.078% hits. AID 504423;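 active = highest replicate inhibition at or above 60% at 9 µM, even if other replicates fall short; inactive = all replicates below 60% inhibition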;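 note: 0% = neutral control wells and 100% = 4 µM acridine orange control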
Rtt109 HAT inh: inhibitors of Candida albicans Rtt109/Vps75 histone acetyltransferase. Q5AAJ8. purified Rtt109/Vps75, ThioGlo CoA-SH fluorescence, 4 h. inhibition, % at 34.9 µM. 330,000 compounds, 0.16% hits. AID 540336;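 active = inhibition of at least 50% in every replicate; inconclusive = best replicate reaches 50% inhibition but some replicates fall short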
Target sequence (Q5AAJ8 whole entry, looked up): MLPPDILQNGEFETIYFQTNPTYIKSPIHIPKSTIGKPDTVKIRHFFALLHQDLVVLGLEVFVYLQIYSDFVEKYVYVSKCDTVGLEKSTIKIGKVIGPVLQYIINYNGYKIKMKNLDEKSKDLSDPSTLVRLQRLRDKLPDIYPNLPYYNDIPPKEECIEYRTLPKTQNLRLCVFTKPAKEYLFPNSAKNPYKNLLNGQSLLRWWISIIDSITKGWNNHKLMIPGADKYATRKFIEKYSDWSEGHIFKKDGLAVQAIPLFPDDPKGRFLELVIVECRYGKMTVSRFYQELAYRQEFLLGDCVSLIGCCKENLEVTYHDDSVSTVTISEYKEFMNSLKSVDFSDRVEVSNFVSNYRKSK
CAL PDZ FP-2: inhibitors of human CAL PDZ peptide binding. 300,000 compounds, 0.92% hits. Q9HD26. purified CAL PDZ, TMR-peptide fluorescence polarization, 1 h. inhibition, % at 24.9 µM. AID 602252;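 active = mean inhibition of at least 30% with at least half of replicates also reaching 30%; inconclusive = no clear call, values can overlap the other calls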;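 note: 0% = DMSO neutral control and 100% = excess unlabeled competitor peptide PRC23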
SR-BI DiI-HDL act: SR-BI HDL lipid transfer activation | 320,000 compounds, 0.096% hits | CHO ldlA[mSR-BI] cells, DiI-HDL uptake fluorescence, 3 h; 100 = double the neutral-control signal | activation, % at 12.5 µM;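 active = mean replicate activation of at least 60% and every replicate at or above 60%; inconclusive = mean or all-replicate condition met, but not both; inactive = mean below 60% and not all replicates reaching 60%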;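 note: 0% = median plate neutral-control signal and 100% = twice that signal; values of inactives mirror those of a sister screen read the other way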
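material = CHO ldlA[mSR-BI] cells | medium = Ham's F12 with 0.5% BSA, HEPES 25 mM, pH 7.4 | reagent = fluorescent DiI-HDL, 10 µg/mL final | compound dosing = single-point compound dose | incubation = 3 h, 37 °C | measured by = bottom-read fluorescence, 550/595 nm | measure = HDL uptake via cellular fluorescence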
Cardiac RTF inh: cardiac RTF calcium desensitization; IANBD-labeled cardiac RTF, Ca2+ fluorescence; inhibition, % at 7.15 µM; 340,000 compounds, 0.12% hits;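 active = inhibition above the mean inhibition of all tested compounds plus 3 SD, cut at about 17% in these data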;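 note: assay run at fixed EC70 calcium of 1.6 mM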
An asterisk follows results filed as active; ? = inconclusive; / = not tested or not shown.

SMILES	DAGLB inh	PKA-R2B act	CAL PDZ FP-1	Keap1-Nrf2 PPI	RTF Ca sens act	LANA DNA inh	Rtt109 HAT inh	CAL PDZ FP-2	SR-BI DiI-HDL act	Cardiac RTF inh
COC(=O)[C@@H]1C[C@]2(Br)c3ccccc3N(S(=O)(=O)c3ccccc3)[C@@H]2N1C(=O)OC	-1	8	-0.4	-1	-4	-0.8	10	-22	18	0
Cc1c(O)c(=O)c2ccccc2n1C	1	7	0.0	-1	20	0.4	-130	1	2	3
CCC(=O)N1CCc2cc(Br)cc(S(=O)(=O)N3CCCC(C(=O)O)C3)c21 (stereo not given)	4	4	-0.4	4	-2	0.7	5	-10	15	-10
COc1cc(C(=O)NCCC(=O)NCc2c(F)cc(F)cc2F)cc(OC)c1OC	0	9	-1.5	-4	0	1.1	-4	-2	27	-11
Cc1c(C(=O)c2ccc(Cl)c(Cl)c2)cnc2cc3c(cc12)OCO3	-14	-9	-1.4	-2	5	-0.1	-16	0	69*	3
CCOC(=O)CN1C(=O)C(=O)c2cc(C)ccc21	2	-5	-0.5	-4	11	-0.4	-26	1	-2	7
CCN(CC)C(=O)Cn1cnc2sc(C(=O)N3CCN(c4ccc(F)cc4)CC3)c(C)c2c1=O	-1	7	0.4	-4	1	-1.9	6	4	-25	3
CNS(=O)(=O)c1cc(C(=O)OCC(=O)NC2CCCc3ccccc32)ccc1Cl (stereo not given)	-2	5	-1.2	1	3	1.3	-5	-5	-8	5
CCC(C)(C)n1nnnc1C(c1ccc2ncccc2c1)N1CCN(c2ccc(O)cc2)CC1 (stereo not given)	3	-11	1.5	1	-4	-7.2	12	-2	16	1
Cc1cc(C)c(C(=O)COc2cccnc2[N+](=O)[O-])cc1C	-9	-3	/	-1	1	0.6	?	-3	26	-9
CCOC(=O)Cn1c(=N)n(CCOc2ccc(Br)cc2)c2ccccc21	/	/	-2.5	4	/	0.6	16	/	13	/
Cc1nnc(N(Cc2ccco2)C(=O)c2ccno2)s1	-1	-5	/	-2	10	-0.8	8	-2	9	-3
Clc1ccc(-c2cn3cccnc3n2)cc1	-1	2	0.0	-3	3	1.5	-28	0	1	0
Cc1oc2c(c(C)cc3oc(=O)c(CC(=O)NCC(=O)NCC(=O)O)c(C)c32)c1C	1	-9	-5.9	-2	0	-0.5	-4	1	21	-8
COc1cc(C(=O)Oc2cc(N)n(S(=O)(=O)c3ccc(F)cc3)n2)cc(OC)c1OC	1	-3	-3.5	-41	-6	0.5	6	-3	-3	0
Cn1c(CC(=O)Nc2ccccc2F)nnc1SCC(=O)NC1CCCC1	1	2	-0.8	0	-4	0.6	-5	/	/	-32
Cc1ccc(NC(=O)c2noc3c2CCC3)cc1C	-6	3	-1.2	-2	-1	2.8	3	3	-27	3
Cc1cc(NC(=O)CSCC(=O)Nc2ccccc2OC(F)F)no1	2	-11	-1.2	0	0	1.3	-3	-2	2	-13
CCOC(=O)c1sc(NS(=O)(=O)c2ccc(NC(C)=O)cc2)nc1C	3	-1	-0.9	-3	2	-0.7	-11	-1	-1	-4
C=C(CC[C@@H](O)C(C)(C)O)[C@H]1CC[C@]2(C)[C@@H]1CCC1[C@@]3(C)CCC(=O)C(C)(C)C3CC[C@]12C (stereo not given in full)	-6	-10	-1.0	2	-3	1.2	0	-3	15	-1
O=C(O)C1=C[C@H](c2ccc3c(c2)OCO3)C[C@H](OCc2ccc(CO)cc2)O1	0	-1	-0.5	-5	-1	1.3	-6	-6	0	0
COc1ccc(C(=O)Nc2cc3c4c(c2)CC(=O)N4CCC3)c(OC)c1	-1	-9	-3.0	-5	-3	-0.2	7	0	-45	-10
O=C(Nc1ccccc1C(=O)Nc1ccccc1)c1ccccc1Br	-6	6	-1.3	3	4	-0.1	10	-2	/	-6
CC(C)c1cc(C(=O)N/N=C/c2ccco2)n[nH]1	-1	-12	-0.6	-5	-3	0.7	-6	3	32	-13
CC(CN(C)Cc1ccccc1)OC(=O)c1ccc(F)cc1 (stereo not given)	-9	2	-2.0	1	-2	-1.9	7	0	25	11
Next section.
SMILES	DAGLB inh	PKA-R2B act	CAL PDZ FP-1	Keap1-Nrf2 PPI	RTF Ca sens act	LANA DNA inh	Rtt109 HAT inh	CAL PDZ FP-2	SR-BI DiI-HDL act	Cardiac RTF inh
CCOc1ccc2nc(NCCCNC(=O)c3cc(OC)c(OC)c(OC)c3)c(C#N)cc2c1	2	-4	0.9	-3	2	2.3	-88	-3	/	-2
CC(C)NC(=O)Cn1c(SCC(=O)NC2CCCC2)nc2ccccc21	-1	-3	-2.1	3	-7	0.3	-3	-6	14	-10
Cc1ccc(/C=N/n2cnc3sc4c(c3c2=O)CCCC4)o1	-2	2	-3.2	-7	-6	1.3	/	-1	4	-9
CC(=O)N1CCC(c2c[nH]c3ccccc23)CC1	0	-2	0.3	-1	-3	-0.3	28	-1	9	0
Cc1noc(C)c1S(=O)(=O)N1CCC(C(=O)N2CCN(Cc3ccc4c(c3)OCO4)CC2)CC1	-1	-11	-0.6	-4	5	0.8	3	-2	-6	-2
CN(c1ccccc1)c1nc(N)c([N+](=O)[O-])c(NCCO)n1	2	0	-0.7	1	-4	2.1	-5	2	-6	-1
O=C(NCc1ccco1)C1CCN(S(=O)(=O)c2cccc3cccnc23)CC1	0	-2	-0.9	5	0	0.3	4	-4	10	-10
O=C(Nc1ccccn1)c1cc(-c2cccc(Cl)c2)nc2ccccc12	-5	3	-1.9	-5	0	0.0	3	4	-56	-10
Oc1c(Br)cc(Br)cc1C=Nc1cccnc1	15	-4	-0.4	9	8	9.6	-5	5	12	-9
Cc1ccc(Nc2nnc(SCC(=O)Nc3cccc(S(=O)(=O)N4CCCCC4)c3)s2)cc1	-3	10	-1.9	?	-4	-0.5	-5	2	-2	-6
O=C(COC(=O)/C=C/c1cccc(Cl)c1)NC1CCCC1	-3	-9	-1.7	-1	-7	-1.9	3	/	8	-6
CC(C)(C)OC(=O)N1CCOCCOCCNCCOCCOCC1	-2	-1	-1.4	-7	0	1.0	-2	-3	22	-6
C/C(=N\OCC(=O)Nc1nc2ccccc2s1)c1ccccc1	-1	-5	-0.4	-6	4	1.0	-21	/	47	0
O=C(CCNS(=O)(=O)c1ccc(F)c(F)c1)NCCN1CCOCC1	-1	3	0.5	3	-1	0.4	-3	12	15	5
CC(C)(C)n1cnc2cc(NC(=O)c3ccccc3)ccc21	-2	9	-0.8	2	3	0.2	-1	0	7	-5
Cc1ccc(-n2c(COc3ccccc3)n[nH]c2=S)cc1	1	1	-1.7	3	0	0.3	3	-1	5	-3
O=C(COC(=O)c1cccc(S(=O)(=O)N2CCCCCC2)c1)Nc1ccccc1	-4	-7	0.0	-1	2	-2.3	-1	/	0	-15
CN(C)C(/C=C/Nc1ccc(Br)cc1)=C(C#N)C#N	0	6	0.4	0	5	0.7	-4	-3	9	-3
CC(C)(C)[C@H]1COC(=O)CCCC/C=C\C[C@H](CC(=O)N(CCO)Cc2ccccc2)C(=O)N1	-2	4	-0.7	-2	-5	-0.8	-5	106*	25	-4
O=C(NC(NCc1ccccc1)C(Cl)(Cl)Cl)c1cccnc1 (stereo not given)	1	-1	-1.7	-5	1	-0.4	-4	-2	15	4
CC(On1nnc2ccc(S(=O)(=O)N3CCOCC3)cc21)C(=O)Nc1ccccc1F (stereo not given)	0	5	-0.2	-3	-1	-1.4	3	-4	26	-2
COc1ccc(CNC(=O)Cn2cc(C)c(=O)[nH]c2=O)cc1	-5	3	1.0	1	8	1.4	5	-2	13	-2
CCOC(=O)C1CCN(S(=O)(=O)c2cc3c4c(c2)C(C)C(=O)N4CCC3)CC1 (stereo not given)	1	-5	-2.3	-1	-6	0.5	-1	-4	24	4
COc1ccc(Oc2nc(-c3ccccc3)ncc2C(=O)O)cc1	2	-5	-1.6	0	5	1.9	-3	-5	6	0
CS(=O)(=O)N(CC(=O)Nc1cccc(F)c1)Cc1ccccc1	-3	2	-2.2	0	0	-0.9	-2	-1	13	-2
(more compounds)
SMILES	DAGLB inh	PKA-R2B act	CAL PDZ FP-1	Keap1-Nrf2 PPI	RTF Ca sens act	LANA DNA inh	Rtt109 HAT inh	CAL PDZ FP-2	SR-BI DiI-HDL act	Cardiac RTF inh
Cc1cc(C)n(Cc2ccccc2Cl)n1	-3	-3	/	6	3	2.1	-2	41*	2	0
COCCn1c(SC(C)C(=O)Nc2ccc3c(c2)OCCO3)nc2ccccc2c1=O (stereo not given)	3	-11	-0.4	1	-7	-0.7	0	1	-22	0
O=C(Nc1ccc2ccccc2c1)NC1CCS(=O)(=O)C1 (stereo not given)	-1	-10	-2.4	-4	3	-0.1	-9	-3	3	-8
C=CCOc1ccccc1CNc1ccc2c(c1)OCCO2	1	-15	0.1	4	2	0.0	-7	-7	15	-9
Cc1nc(CCNC(=O)Cc2ccc(F)cc2)cs1	1	-1	0.0	-2	8	0.7	-8	-3	24	-7
Cc1ccc(C(=O)N[C@H](C(=O)OCC(=O)NC2CCS(=O)(=O)C2)C(C)C)cc1 (stereo not given in full)	-1	-3	-2.2	-2	6	-2.9	-2	-6	45	8
Oc1ccc(C[C@H]2CNC(=S)N2CC2CCCN2C[C@H](Cc2ccc(O)cc2)N2C[C@H](Cc3ccc(O)cc3)N(CC3CCCCC3)C2=S)cc1 (stereo not given in full)	13	-6	0.5	0	-9	-0.7	-1	-2	183*	-9
CC(=O)Nc1ccc(OC(F)(F)Cl)cc1	-1	2	-0.7	1	-1	-0.7	2	-5	21	-5
CCN(CC(=O)NCc1ccc(F)cc1)C(=O)c1ccc(Cl)cc1	4	-2	-1.1	4	-2	1.8	7	0	29	-6
O=C(NCCCCCCNC(=O)OCc1ccccc1)OCc1ccccc1	1	-1	1.0	2	-6	2.7	6	-3	17	10
O=C(COCc1cc(-c2ccco2)on1)NC1CCCCC1	-2	0	-0.7	-3	-3	1.9	-6	3	/	-4
O=C(c1cnccn1)N1CCc2c([nH]c3ccccc23)C1c1cccc(Cl)c1 (stereo not given)	-1	-10	-2.0	-6	1	0.4	/	-1	-24	-3
CCOc1ccc(N2C(=O)Nc3ccccc3C2(O)C(=O)NCc2ccc(C)cc2)cc1 (stereo not given)	-1	-2	-0.5	-2	-2	1.0	-13	4	-9	-10
N#CC1=C(O)C(c2ccccc2)n2c1nc(=O)c1ccccc12 (stereo not given)	1	-8	0.3	1	-2	-2.0	-9	-1	37	-5

Some entries already given, reduced to Cardiac RTF inh, DAGLB inh and Keap1-Nrf2 PPI.
SMILES	Cardiac RTF inh	DAGLB inh	Keap1-Nrf2 PPI
CCOc1ccc(N2C(=O)Nc3ccccc3C2(O)C(=O)NCc2ccc(C)cc2)cc1 (stereo not given)	-10	-1	-2
N#CC1=C(O)C(c2ccccc2)n2c1nc(=O)c1ccccc12 (stereo not given)	-5	1	1
